# Bcl-xL primary: inhibitors of human Bcl-xL, primary screen, biochemical, fluorescence polarization, HTS; Bcl-2-like protein 1 (Homo sapiens), Q07817; GST-Bcl-xL / FITC-Bim BH3 peptide fluorescence polarization; inhibition, % at 10.9 µM; hit rate 0.7% among 320,000;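 active = inhibition above the mean of all tested compounds plus 3 SD, cutoff set per campaign, cut at about 30% in these data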;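 also: 0% = DMSO wells and 100% = unlabeled Bim-BH3 peptide competitor; inhibitors lower millipolarization by displacing the labeled peptide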
# PAFAH1B2 FP inh: PAFAH1B2 enzyme inhibitors, primary screen, biochemical, fluorescence polarization, human; hit rate 1.2% among 340,000; recombinant PAFAH1B2, FP-rhodamine activity probe; Platelet-activating factor acetylhydrolase IB subunit alpha2 (Homo sapiens), P68402; inhibition, % at 3.39 µM;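 active = inhibition above the mean of all tested compounds plus 3 SD, cut at about 24% in these data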;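 also: 0% = enzyme with DMSO and 100% = wells lacking PAFAH1B2; many of its hits are not listed in these tables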
# pPAFAH FP inh: pPAFAH enzyme inhibitors, primary screen, biochemical, fluorescence polarization, human | hit rate 1.5% among 330,000 | AID 463082, 2010 | recombinant pPAFAH, FP-rhodamine probe fluorescence polarization | inhibition, % at 3.39 µM | Platelet-activating factor acetylhydrolase (Homo sapiens), Q13093;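 active = inhibition above the mean inhibition across the screen plus 3 SD, cut at about 25% in these data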;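 also: inhibitors block binding of the rhodamine activity-based probe so polarization drops; 0% = enzyme with DMSO and 100% = wells lacking pPAFAH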
# Target sequence (Q13093 whole entry, looked up): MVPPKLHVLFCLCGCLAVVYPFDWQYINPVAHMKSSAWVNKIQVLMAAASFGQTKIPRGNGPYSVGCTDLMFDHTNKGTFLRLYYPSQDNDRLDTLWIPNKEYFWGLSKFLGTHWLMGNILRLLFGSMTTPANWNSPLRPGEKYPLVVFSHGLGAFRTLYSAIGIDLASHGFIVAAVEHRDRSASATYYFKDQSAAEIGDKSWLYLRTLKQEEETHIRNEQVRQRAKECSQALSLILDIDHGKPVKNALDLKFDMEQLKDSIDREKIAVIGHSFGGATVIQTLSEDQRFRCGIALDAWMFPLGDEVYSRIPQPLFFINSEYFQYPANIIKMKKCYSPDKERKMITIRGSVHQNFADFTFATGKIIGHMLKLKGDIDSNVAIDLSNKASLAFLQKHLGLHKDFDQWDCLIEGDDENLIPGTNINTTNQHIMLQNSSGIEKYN
# MCL1 BIM primary: inhibitors of MCL1 binding to BIM-BH3, primary screen, biochemical, fluorescence polarization; GST-MCL1 / FITC-Bim-BH3 fluorescence polarization; hit rate 0.68% among 320,000; inhibition, % at 10.9 µM; AID 2057, 2009; Induced myeloid leukemia cell differentiation protein Mcl-1 (Homo sapiens), Q07820;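 active = inhibition above the mean inhibition of all tested compounds plus 3 SD, set per campaign, cut at about 40% in these data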;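 also: 0% = DMSO wells and 100% = unlabeled Bim-BH3 peptide control; higher means more loss of mP so more displacement of Bim peptide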
# Target sequence (Q07820 whole entry, looked up): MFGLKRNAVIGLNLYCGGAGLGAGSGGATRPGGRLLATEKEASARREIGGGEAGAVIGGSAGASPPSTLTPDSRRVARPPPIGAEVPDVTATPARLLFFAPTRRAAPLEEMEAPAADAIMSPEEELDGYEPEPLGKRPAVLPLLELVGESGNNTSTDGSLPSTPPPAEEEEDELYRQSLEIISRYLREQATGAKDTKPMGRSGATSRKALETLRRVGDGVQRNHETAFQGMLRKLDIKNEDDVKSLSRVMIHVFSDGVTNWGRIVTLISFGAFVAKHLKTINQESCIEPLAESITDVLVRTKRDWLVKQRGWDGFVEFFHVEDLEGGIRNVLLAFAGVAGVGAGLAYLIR
# GLD-1 RNA inh: GLD-1/TGE RNA complex disruptors, primary screen, biochemical, fluorescence polarization; inhibition, % at 5.96 µM; purified GLD-1 + fluorescein TGE RNA; Female germline-specific tumor suppressor gld-1 (Caenorhabditis elegans), Q17339; hit rate 0.44% among 320,000;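 active = percent inhibition above a per-plate cutoff, the plate mean of test compounds plus 3 SD, cut at about 30% in these data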;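 also: 0% = DMSO wells with GLD-1 and probe and 100% = wells lacking GLD-1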
# Fam108B inh: mouse Fam108B serine hydrolase inhibitors, primary screen, counter-screen for RBBP9 inhibitor project, biochemical, fluorescence polarization; hit rate 0.33% among 300,000; recombinant Fam108B, FP-Rh probe fluorescence polarization; AID 1947, 2009; inhibition, % at 9.51 µM;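 active = inhibition above the screen mean inhibition plus 3 SD, computed separately per campaign, cut at about 18% in these data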;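 also: inhibitors lower polarization as less probe binds the enzyme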
# MEX-5 binding: MEX-5 zinc finger RNA-binding disruptors – biochemical, C. elegans, fluorescence polarization, MLPCN library, primary screen; MEX-5/FITC-TCR2 RNA binding; stronger effect = lower value; Zinc finger protein mex-5 (Caenorhabditis elegans), Q9XUB2; hit rate 0.38% among 300,000; activity score (negative = inhibition of binding), % at 10 µM;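 active = inhibition past about -25% in most replicates, and total fluorescence under double the plate's negative control median, limit read from the data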;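 also: 0% = DMSO and -100% = 5 µM competing unlabeled TCR2 RNA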
# PME-1 inh: PME-1 inhibitors via competitive probe labeling, primary screen, biochemical, fluorescence polarization, FP-Rh probe, HTS | Protein phosphatase methylesterase 1 (Homo sapiens), Q9Y570 | recombinant PME-1 | inhibition, % at 5.9 µM | hit rate 0.53% among 320,000 | AID 2130, 2009;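 active = inhibition above the campaign mean of all compounds plus 3 SD, cut at about 26% in these data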;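 also: competitive labeling of PME-1 active site by serine hydrolase directed probe; 0% = PME-1 with DMSO and 100% = wells lacking PME-1 enzyme; inhibitors block probe labeling so polarization falls and inhibition rises; many of its hits are not listed in these tables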
# AHR act: AHR activators, primary screen, cell-based, luminescence, luciferase reporter, human; Aryl hydrocarbon receptor (Homo sapiens), P35869; AHR-responsive luciferase reporter cells; activation, % at 5 µM; hit rate 2.5% among 320,000; AID 2796, 2010; in the data active = activation above about 47%;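 also: 0% = vehicle wells and 100% = reference agonist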
# Numbers without * were called inactive; x = no result given. Some of the compounds tested, so the mix of outcomes need not match the whole.
mol	Bcl-xL primary	PAFAH1B2 FP inh	pPAFAH FP inh	MCL1 BIM primary	GLD-1 RNA inh	Fam108B inh	MEX-5 binding	PME-1 inh	AHR act
CN1CCc2c(OCC(=O)NC3CCCCC3)cccc2C1=O	2	2	5	0	3	1	-0.1	2	1
O=C1Nc2cc(Cl)ccc2Nc2cscc21	11	9	4	14	4	0	-5.3	-1	1
CCC(C)N(C(=O)Cn1nnc2ccccc21)C(C(=O)NCc1ccco1)c1cccc(OC)c1 (stereo unspecified)	1	-1	-1	-1	4	2	-2.2	-9	5
CCCCCN(C(=O)NC(=O)Nc1cccc(C)c1C)S(C)(=O)=O	4	-2	1	2	3	-2	2.2	9	5
CN(CC(=O)Nc1ncn[nH]1)S(=O)(=O)c1cc(Cl)ccc1Cl	2	1	-1	12	2	0	-1.4	-3	1
C=CCc1c(C)nc(C)nc1N/N=C/c1ccc([N+](=O)[O-])cc1	0	-1	1	1	2	-6	-0.1	1	78*
O=c1cc(Nc2ccc3c(c2)OCCO3)[nH]c(=O)n1-c1ccc(Cl)cc1	0	-2	0	0	2	2	-1.3	2	0
CC(C)N(Cc1nc(-c2ccccc2)no1)S(=O)(=O)c1ccccc1	1	4	-6	9	-10	-2	0.0	1	7
CCC(C(=O)NNC(=O)c1cnccn1)c1ccccc1 (stereo unspecified)	4	6	3	-3	10	-3	-3.9	0	0
Nc1sc2c(c1C(=O)NC1CCS(=O)(=O)C1)CCCC2 (stereo unspecified)	10	2	8	4	-1	1	-2.7	-3	-1
CC(=O)c1ccc(N(CC(=O)NC2CCCC2)C(=O)c2csnn2)cc1	6	-3	-3	12	5	1	0.1	0	1
CCCN1CC=C2C(C#N)=C(N)C(C#N)(C#N)C(c3cc(OC)ccc3OC)C2C1 (stereo unspecified)	68*	6	1	68*	49*	3	-27*	12	3
CCCCOC(=O)c1ccc(NC(=O)COC(=O)CN2C(=O)NC3(CCCC3)C2=O)cc1	-2	1	18	1	-4	-5	-0.5	3	-1
CC(=O)Nc1ccc(-n2cnnn2)cc1	1	3	0	3	-3	-4	3.1	-1	0
CCn1c(=O)c(C(=O)NCCc2ccc(Cl)cc2)c(O)c2ccccc21	4	3	2	12	-2	-5	-4.6	-10	2
COc1ccc(C)cc1N(C(=O)c1ccccc1F)c1nc2ccccc2s1	1	2	2	7	-4	-5	4.0	0	28
CCCN(CCC)C(=O)c1cc([N+](=O)[O-])cc2c1-c1ccc([N+](=O)[O-])cc1C2=C(C#N)C#N	6	x	7	7	-2	7	0.0	10	7
C=CCn1c(CNC(=O)c2ccco2)nnc1SCC(=O)c1ccc(OC)cc1	6	0	1	3	4	2	0.9	6	-1
CCCC(CCC)n1[nH]c(=O)c2c(C)cc(C)nc21	-2	-3	4	-1	-3	-1	1.6	-6	0
COc1cc(CNc2ccc(N3CCOCC3)cc2)ccc1OCC(=O)NC(C)(C)C	11	2	-4	8	6	8	-1.6	-3	8
Nc1[nH]n(-c2ccccc2)c(=O)c1N=Nc1ccc2c(c1)OCO2	7	6	15	6	9	18	0.1	33*	121*
CCC(=O)NC(c1cc(Cl)c2ccccc2c1O)C1CC1 (stereo unspecified)	151*	-7	3	-5	-4	x	x	-1	19
O=[N+]([O-])c1cccc(N=Cc2sc3ccccc3c2O)c1	-2	x	6	-7	-5	2	-1.8	-6	8
Cc1ccc(SCc2noc(C(=O)NCC3CCCO3)c2C(=O)O)cc1C (stereo unspecified)	1	3	-5	2	-3	0	3.6	2	-1
COc1cc(C(=O)Nc2cc(-c3cn4cccnc4n3)ccc2C)cc(OC)c1OC	5	3	-4	3	-1	0	-1.0	3	3
COC(=O)c1cc(S(=O)(=O)NCc2cccc(Br)c2)c[nH]1	8	1	5	2	7	-2	-0.4	-1	1
CC(C)Oc1ccc(OCCn2c(=S)[nH]c3c(N)ncnc32)cc1	-15	-4	3	-7	3	1	2.5	-8	30
O=C(Nc1nccs1)c1ccc(-c2ccc(F)c(Cl)c2)o1	2	-7	-11	-5	-4	-18	0.4	-18	72*
Cc1ccc2nc(-c3ccccc3)cc(C(=O)O)c2c1	3	3	1	3	0	1	-1.9	-3	1
CC(Sc1nccn1C)C(=O)Nc1ccc(Cl)cn1 (stereo unspecified)	-2	5	-1	0	3	3	2.7	1	0

# The last 6 records of the part before lead into the next.
mol	Bcl-xL primary	PAFAH1B2 FP inh	pPAFAH FP inh	MCL1 BIM primary	GLD-1 RNA inh	Fam108B inh	MEX-5 binding	PME-1 inh	AHR act
COc1cc(C(=O)Nc2cc(-c3cn4cccnc4n3)ccc2C)cc(OC)c1OC	5	3	-4	3	-1	0	-1.0	3	3
COC(=O)c1cc(S(=O)(=O)NCc2cccc(Br)c2)c[nH]1	8	1	5	2	7	-2	-0.4	-1	1
CC(C)Oc1ccc(OCCn2c(=S)[nH]c3c(N)ncnc32)cc1	-15	-4	3	-7	3	1	2.5	-8	30
O=C(Nc1nccs1)c1ccc(-c2ccc(F)c(Cl)c2)o1	2	-7	-11	-5	-4	-18	0.4	-18	72*
Cc1ccc2nc(-c3ccccc3)cc(C(=O)O)c2c1	3	3	1	3	0	1	-1.9	-3	1
CC(Sc1nccn1C)C(=O)Nc1ccc(Cl)cn1 (stereo unspecified)	-2	5	-1	0	3	3	2.7	1	0
CC(C)Cc1nnc(NC(=O)CN2C(=O)NC3(CCCCC3)C2=O)s1	-1	4	-4	-2	2	-2	-0.9	0	2
O=C1N[C@@H](Cc2ccccc2)C(=O)N2[C@H]1C[C@]1([C@]34C[C@H]5C(=O)N[C@@H](Cc6ccccc6)C(=O)N5[C@H]3N(S(=O)(=O)c3ccccc3)c3ccccc34)c3ccccc3N(S(=O)(=O)c3ccccc3)[C@H]21	5	-11	-12	15	3	-13	0.7	-16	-2
CC1(C)CC(=O)C2=C(C1)Oc1ncn(CCCO)c(=N)c1C2c1ccccc1 (stereo unspecified)	0	2	2	4	8	0	1.0	-3	0
CCOC(=O)C1=C(C)N=C2SCCC(=O)N2C1c1ccc(C(=O)OC)cc1 (stereo unspecified)	1	1	3	-1	3	-1	0.0	1	0
CCS(=O)(=O)N1CCC(C(=O)NCCCN2CCN(c3ccccc3F)CC2)CC1	3	1	5	4	3	2	-0.4	-6	1
CC(=O)N1CCc2cc(S(=O)(=O)NC3CCCCC3)ccc21	-2	4	11	-4	0	1	-1.7	-4	0
CCOC(=O)c1cc(C(=O)OCC)c(=O)[nH]c1SCc1ccccc1	-1	-4	8	4	9	4	-2.8	-3	0
CCOC(=O)c1c(NC(=O)CCN2CCOCC2)sc2c1CC(C)(C)OC2	-1	4	8	-2	-4	-4	-1.3	4	2
CCOC(=O)Nc1ccc2c(c1)N(C(=O)OC)c1ccccc1CC2	1	3	4	-7	0	4	1.1	1	2
COc1ccc([C@@H]2CC=C(C(=O)O)[C@H](c3ccc(F)cc3)N2S(=O)(=O)c2ccccc2C)cc1	6	25*	3	4	2	-7	x	-1	1

# (further entries)
smiles	Bcl-xL primary	PAFAH1B2 FP inh	pPAFAH FP inh	MCL1 BIM primary	GLD-1 RNA inh	Fam108B inh	MEX-5 binding	PME-1 inh	AHR act
COc1ccc(Nc2cc(Cl)nc(N)n2)cc1	4	1	0	1	-1	-2	-2.1	-4	4
COC(=O)CN1CC(=O)N(c2ccccc2)C1=S	-3	0	-2	1	1	-4	0.7	1	-1
CCN1C(=O)[C@H]2[C@@H](c3ccc(OC)cc3)N3C(=O)CN(CCOC)C(=O)[C@@]3(C)[C@H]2C1=O	0	8	5	-2	-4	-1	1.9	-2	-1
C/C=C/C(=O)OCC(=O)Nc1cccc(S(=O)(=O)NC2=NCCCCC2)c1	2	4	3	-4	-6	1	-0.5	5	1
CCN(Cc1ccncc1)C(=O)c1cccc(S(=O)(=O)N2CCCCC2)c1	x	4	2	x	3	x	x	x	0
Cc1cc(=O)oc2c(CN3CCN(C)CC3)c(O)c(Cl)cc12	4	2	9	6	3	3	-0.3	-1	-1
COc1ccccc1N1CCN(CC(O)COc2ccc3c(c2)OCO3)CC1 (stereo unspecified)	3	2	2	3	7	-2	-0.1	2	2
O=S(=O)(Nn1cnnc1)c1ccccc1	4	-5	0	4	2	0	-0.8	-2	-1
O=C(CSc1nnc(-c2ccco2)c(-c2ccco2)n1)c1ccccc1	30	10	54*	43*	7	4	-1.4	9	5
CN(c1ccccc1)c1nc(N)c([N+](=O)[O-])c(Nc2ccccc2F)n1	3	3	2	-1	3	-3	1.5	10	14
CC(=O)c1sc(N/N=C2\CC3CCC2(C)C3(C)C)nc1C (stereo unspecified)	7	8	-3	6	-3	2	-0.1	-1	13
O=C(N/N=C/c1cccnc1)c1ccccc1NS(=O)(=O)c1cccs1	7	2	13	5	-1	-2	-2.0	-1	2
O=C(Nc1ccccc1C(F)(F)F)c1cc2ncc(CCCl)cn2n1	-2	-5	3	7	-8	6	-1.1	4	3
Cc1ccc(C(=O)NCCSc2snnc2C)cc1	-2	-2	6	2	7	2	0.2	3	10
CCOc1cc(C)ccc1OCc1nnc(SCC(=O)c2cccc([N+](=O)[O-])c2)n1CC	-7	-1	-3	-4	-2	-1	-0.9	-7	3
Cc1ccc(NC(=O)c2ccc(NS(=O)(=O)/C=C/c3ccccc3)cc2)nc1	3	-4	7	-2	0	1	-0.9	-6	7
O=C(NC1CCCC1)c1cccc(S(=O)(=O)Nc2ccccc2F)c1	-1	-4	7	-9	3	x	x	-8	2

# Assay outcomes as filed in PubChem BioAssay.
